Source: PubChem
beta cell repl – induces beta-cell replication in MIN6 cells | MIN6 cells proliferation, ATPlite luminescence, 48 h; cells starved in 0.2% serum; 100% = growth in 10% serum | proliferation, % at 10 µM | 330,000 compounds, 0.29% hits | AID 2380;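 active means compounds whose signal lies at least 3.5 SD above the mean of all wells on their plate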;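 further: 0% = DMSO-treated cells in low-serum medium and 100% = 10% serum control; some compounds called inactive have numbers as strong as hits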
TIM10 inh – inhibits growth of TIM10 yeast strain | S. cerevisiae TIM10 strain growth, BacTiter-Glo luminescence, 24 h | inhibition, % at 10 µM | 330,000 compounds, 1.4% hits;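 active means inhibition of 40% or more at the single tested concentration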;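 further: wild-type TIM10 isogenic control strain grown at permissive 25 °C; 0% = DMSO yeast wells and 100% = minimal medium wells without yeast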
mIAP block – mouse IAP inhibition | 330,000 compounds, 0.2% hits | purified mouse IAP, CDP-Star luminescence, 30 min | inhibition, % at 10 µM;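 active means inhibition of at least 40% at 10 µM in the primary screen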;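 further: plate controls were DMSO with enzyme for no effect and no enzyme wells for full effect; values of inactives mirror those of a sister screen read the other way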
NALP3 yeast inh – inhibitors of NALP3 inflammasome in yeast; Yeast reconstituted NLRP3/ASC/caspase-1, beta-gal luminescence, 24 h; inhibition, % at 10 µM; 330,000 compounds, 0.39% hits;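 active means inhibition of 50% or more; inactive means inhibition below 50%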;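 further: plate controls were induced DMSO wells for no effect and uninduced yeast grown without galactose for full effect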
tim10-1 inh – inhibits growth of tim10-1 mutant yeast; S. cerevisiae tim10-1 ts strain growth, BacTiter-Glo, 24 h; inhibition, % at 20 µM; 330,000 compounds, 2.2% hits; AID 463190;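 active means inhibition of at least 40%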;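 further: mutant grown at 25 °C; 0% = DMSO wells with yeast and 100% = wells holding no yeast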
APOBEC3G inh – blocks human APOBEC3G single-stranded DNA deamination. inhibition, % at 20 µM. 330,000 compounds, 0.28% hits. recombinant A3G, ssDNA deamination FAM/TAMRA fluorescence;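 active means inhibition of at least 40% at 20 µM, with no more than 30% in the related APOBEC3A deaminase screen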;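 further: plate controls were DMSO wells with A3G for no effect and wells lacking A3G enzyme for full effect; some compounds called inactive have numbers as strong as hits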
Target sequence (Q9HC16 whole entry, looked up): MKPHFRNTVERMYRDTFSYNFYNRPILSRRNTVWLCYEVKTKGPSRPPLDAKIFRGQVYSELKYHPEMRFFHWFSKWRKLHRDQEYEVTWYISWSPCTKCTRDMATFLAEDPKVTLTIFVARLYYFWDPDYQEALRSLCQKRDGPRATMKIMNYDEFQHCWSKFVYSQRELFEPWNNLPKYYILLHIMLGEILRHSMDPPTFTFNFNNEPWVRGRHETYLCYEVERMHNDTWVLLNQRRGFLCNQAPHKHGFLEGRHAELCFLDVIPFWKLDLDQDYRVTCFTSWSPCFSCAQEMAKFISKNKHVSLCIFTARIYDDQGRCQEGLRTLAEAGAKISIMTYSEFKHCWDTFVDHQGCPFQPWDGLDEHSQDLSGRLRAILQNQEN
mIAP activ – increases mouse intestinal alkaline phosphatase activity; muIAP, CDP-Star luminescence, 30 min; stronger effect = higher value; 1 = vehicle-only enzyme signal, 0 = enzyme-free wells; activation factor at 10 µM; 330,000 compounds, 0.24% hits;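 active means activation factor of at least 2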; further: the source names both 10 and 20 µM as test concentration; values of inactives mirror those of a sister screen read the other way
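Assay system: mouse IAP enzyme / Compound: DMSO-dissolved test compounds / Timing: 30 min, room temperature / Measured by: luminescence from enzymatic CDP-Star hydrolysis / Control set: DMSO-only wells, enzyme-free buffer wells as negative control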
A3A deaminase – human APOBEC3A DNA deaminase inhibition. recombinant A3A, FAM/TAMRA ssDNA deamination fluorescence. 330,000 compounds, 0.41% hits. inhibition, % at 20 µM. P31941;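 active means at least 40% inhibition at 20 µM here, with at most 30% in a related deaminase screen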;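 further: plate controls were A3A with DMSO for no effect and wells lacking A3A enzyme for full effect; some results filed as inactive read as strong as hits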
Target sequence (P31941 whole entry, looked up): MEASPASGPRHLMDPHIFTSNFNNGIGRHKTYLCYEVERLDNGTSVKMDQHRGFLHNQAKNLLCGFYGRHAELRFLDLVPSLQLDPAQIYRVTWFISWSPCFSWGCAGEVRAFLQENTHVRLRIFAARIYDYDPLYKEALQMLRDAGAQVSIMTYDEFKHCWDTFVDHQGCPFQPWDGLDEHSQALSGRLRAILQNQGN
hIAP block – human IAP inhibition; inhibition, % at 10 µM; purified IAP, CDP-Star luminescence, 30 min; 330,000 compounds, 0.12% hits; P09923;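 active means inhibition reaching a set limit with compound at 10 µM in the primary screen, cut at about 35% in these data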;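 further: plate controls were DMSO wells with enzyme for no effect and no-enzyme buffer wells for full effect; values of inactives mirror those of a sister screen read the other way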
Target sequence (P09923 whole entry, looked up): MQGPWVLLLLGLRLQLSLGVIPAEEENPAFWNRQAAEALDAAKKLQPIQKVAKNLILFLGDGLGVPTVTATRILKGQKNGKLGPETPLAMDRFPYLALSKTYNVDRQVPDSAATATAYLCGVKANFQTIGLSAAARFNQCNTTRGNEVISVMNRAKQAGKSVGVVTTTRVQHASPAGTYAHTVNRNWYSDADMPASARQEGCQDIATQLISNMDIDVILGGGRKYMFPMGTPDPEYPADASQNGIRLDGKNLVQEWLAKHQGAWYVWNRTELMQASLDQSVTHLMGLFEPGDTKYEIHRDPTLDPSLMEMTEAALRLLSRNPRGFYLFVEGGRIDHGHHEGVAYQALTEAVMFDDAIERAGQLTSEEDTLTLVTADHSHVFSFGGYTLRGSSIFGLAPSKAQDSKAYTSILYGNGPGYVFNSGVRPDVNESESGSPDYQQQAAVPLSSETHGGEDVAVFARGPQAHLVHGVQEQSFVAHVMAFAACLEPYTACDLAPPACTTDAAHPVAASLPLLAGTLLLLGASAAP
* marks the source's active call; other numbers are inactive results.

Results follow in this order: tim10-1 inh	hIAP block	APOBEC3G inh	mIAP block	TIM10 inh	beta cell repl	mIAP activ	NALP3 yeast inh	A3A deaminase
- CC(=O)c1cc(C#N)c(N2CC(C)OC(C)C2)nc1C (stereo not drawn)
→ -1	4	-3	3	-7	3	0.97	-5	0
- Cc1ccc(NC(=O)C2CCN(C(=O)c3cccs3)CC2)cc1
→ 9	-7	25	-12	-7	0	1.1	20	-3
- O=c1c2c(-c3ccccc3)csc2ncn1/N=C/c1c2ccccc2cc2ccccc12
→ 32	28	-1	10	32	-2	0.9	12	4
- CC(C)CCNC(=O)CN1C(=O)NC(c2ccccc2)(c2ccccc2)C1=O
→ 10	-28	-3	-8	4	-2	1.1	15	1
- CC(c1ccccc1)N1C(=O)/C(=C/c2ccncc2)SC1=S (stereo not drawn)
→ 66*	-4	-5	15	62*	-3	0.85	41	-2
- Cc1cccc(NC(=O)CSC(N)=O)c1C
→ -5	-32	-4	20	1	-5	0.8	20	0
- CCCc1c(O)nc(SCc2ccccc2)[nH]c1=O
→ 24	-2	-2	-4	3	2	1	-3	-4
- COc1ccc(CCNC(=S)NC(=O)c2cccc(Cl)c2)cc1OC
→ 48*	16	6	8	40*	-3	0.92	20	0
- CC(=O)N1CCN=C1SCc1ccc(C)cc1
→ 0	-7	-2	-6	12	-1	1.1	2	2
- CCOC(=O)c1c(-c2ccccc2)csc1NC(=O)C(C)NCc1ccco1 (stereo not drawn)
→ 22	12	-2	7	6	-3	0.93	27	2
- CCOC(=O)C1CCN(CCC(=O)Nc2ccc(F)cc2)CC1
→ -5	6	-3	3	-4	-1	0.97	11	2
- CCOC(=O)c1ccc(N(C(=O)CNC(=O)c2ccco2)C(C(=O)NCC2CCCO2)c2ccc(OC)c(OC)c2)cc1 (stereo not drawn)
→ 1	2	-7	0	8	-6	1	18	-2
- O=C(COC(=O)Cc1ccc(Br)cc1)NCC1CCCCC1
→ 25	2	6	2	6	1	0.98	5	6
- Cc1ccc2c(c1)N(C(=O)CCC(=O)N1CCOCC1)CCO2
→ 2	2	-5	3	-2	-4	0.97	3	-4
- COc1cccc(-c2cc(C(=O)NN3CCOCC3)c3ccccc3n2)c1
→ 7	5	5	-11	2	1	1.1	14	5
- C=CCn1c(OCc2ccccc2)n[nH]c1=S
→ 11	-4	41*	-6	-22	-2	1.1	26	-3
- CC(=O)c1cc(F)c(N2CCN(C(=O)COc3ccc(F)cc3)CC2)cc1C
→ 19	2	2	2	5	-1	0.98	19	-1
- O=C(O)CNS(=O)(=O)c1c(Cl)cccc1Cl
→ 8	7	-7	-4	-1	-1	1	-2	-2
- Cc1ccc(NC(=O)CCc2nnc(SCC(=O)Nc3ccccc3C)n2C)cc1Cl
→ 2	-4	2	5	-5	-2	0.95	4	1
- O=C(COc1cccc2cccnc12)Nc1nccs1
→ 33	-33	-4	6	16	-1	0.94	6	6
- COC(=O)c1ccc(S(=O)(=O)NCc2ccccc2)n1C
→ 7	-2	4	2	-11	-1	0.97	14	5
- COc1ccc(C)cc1NC(=O)C(c1ccccc1)N1CCN(CC(=O)N2CCOCC2)CC1 (stereo not drawn)
→ 7	4	-3	-12	-1	-2	1.1	22	1
- Cc1cc(C)c(C(=O)c2ccc(C(=O)N(C(C)C)C(C)C)cc2)c(C)c1
→ 31	9	0	2	39	-3	0.98	22	1
- CCC1(CC)NC(=O)N(CC(=O)OCC(=O)Nc2ncc(Cl)cc2Cl)C1=O
→ -1	-8	-4	12	-3	3	0.88	7	2
- Cn1c(=O)[nH]c(=O)c2c1nc(N1CCCCC1)n2CC(O)CN1CCCCC1 (stereo not drawn)
→ 11	-8	7	8	2	0	0.92	14	1
- COc1ccc2nc(C3CCCCC3)nc(C3CCCCC3)c2c1
→ -15	-8	-13	12	-15	-7	0.88	1	-2
- CC1CCCC(C)N1C(=O)COC(=O)CCC(=O)c1cccs1 (stereo not drawn)
→ 12	-2	-4	5	5	-1	0.95	13	-1
- CCC(=O)N1CC2(C)CN(C(=O)CC)CC(C)(C1)C2
→ 8	9	-2	0	10	0	1	2	-1
- O=C(COC(=O)c1cccc(S(=O)(=O)N2CCOCC2)c1)c1ccccc1
→ 4	18	-4	4	-17	-3	0.96	-12	1
- CC(=O)NCC(=O)NC1CCCc2c1cnn2-c1ccc(C(C)(C)C)cc1 (stereo not drawn)
→ 16	-20	-8	-1	-5	-3	1	-1	-6

Taken from above.
CC1CCCC(C)N1C(=O)COC(=O)CCC(=O)c1cccs1 (stereo not drawn) – hIAP block = -2
CCC(=O)N1CC2(C)CN(C(=O)CC)CC(C)(C1)C2 – mIAP block = 0

(next part)
Results follow in this order: tim10-1 inh	hIAP block	APOBEC3G inh	mIAP block	TIM10 inh	beta cell repl	mIAP activ	NALP3 yeast inh	A3A deaminase
- CCN1C(=O)C2C(c3cccc(F)c3)NC(C)(C(=O)OC)C2C1=O (stereo not drawn)
→ 13	-6	-5	-21	-7	-1	1.2	6	-3
- CCOC(=O)C1CCN(C(=O)C2CCN(c3nnc(-n4cccc4)s3)CC2)CC1
→ 3	-30	-5	10	2	-1	0.9	16	-1
- N=C1C(c2ccccc2)=C(O)CN1c1cccc(S(=O)(=O)N2CCCCC2)c1
→ 11	0	3	8	-9	1	0.92	6	4
- Cn1c(/C=N/NC(=O)c2ccccc2Br)nc2ccccc21
→ -44	-18	-2	32	1	0	0.68	16	1
- CCNC(=O)N(CC)C[C@H]1N[C@@](Cc2ccccc2)(C(=O)OC)[C@H]2C(=O)N(C)C(=O)[C@@H]12
→ -1	-1	-8	3	-2	2	0.97	6	-5
- O=C1C2C3C=CC(C4CC34)C2C(=O)N1/N=C/c1ccc([N+](=O)[O-])o1 (stereo not drawn)
→ 67*	-2	6	4	45*	-5	0.96	15	1
- COc1cc(C)ccc1OCCCOc1ccccc1Br
→ 18	-22	-4	11	8	-2	0.89	19	-3
- CC(OC(=O)/C(C#N)=C/c1ccco1)C(=O)N(C)c1ccccc1 (stereo not drawn)
→ 26	-15	-7	-4	3	0	1	16	0
- Nc1ncnc2c1ncn2[C@@H]1O[C@H](CNCc2ccc(OCC(=O)Nc3ccccn3)cc2)[C@@H](O)[C@H]1O
→ -19	13	-4	3	-2	2	0.97	12	-3
- CCN(CC)S(=O)(=O)c1ccc(C(=O)NCc2cccs2)cc1
→ 35	-3	-4	-5	-3	-3	1	-6	0
- OCC[C@H]1C[C@@H](O)[C@H](O)[C@@]2(Cc3ccccc3O2)O1
→ -3	-36	-11	-19	0	7	1.2	6	-4
- CC1Cc2ccccc2N1C(=O)CSc1nc2cc3c(cc2cc1C#N)OCO3 (stereo not drawn)
→ 15	4	0	17	6	1	0.83	16	6
- CCC(C)(NC(=O)c1ccc(=O)[nH]c1)C(=O)NC1CCCC1 (stereo not drawn)
→ -2	16	-6	1	-2	4	0.99	1	-1
- COc1ccc(NS(=O)(=O)c2ccc3c(c2)NC(=O)C(C)S3)cc1 (stereo not drawn)
→ -1	0	-5	-3	0	0	1	7	-4
- O=C(c1cnn2c(C(F)F)cc(-c3ccccc3)nc12)N1CCc2ccccc21
→ 14	-17	-11	14	-7	0	0.85	3	-6
- O=C(Nc1ccc(F)cc1)C1CCN(C(=O)c2ccc([N+](=O)[O-])cc2)CC1
→ 2	-67	-2	4	-6	-2	0.96	-12	7
- CC1CC(=O)N(c2ccc(NCc3ccccc3Cl)c([N+](=O)[O-])c2)C1=O (stereo not drawn)
→ -9	22	-3	8	-6	0	0.92	29	-5
- COc1cccc(C(=O)N2CCN(Cc3ccccn3)CC2)c1OC
→ 16	8	-5	-9	-11	0	1.1	2	-5
- COc1cccc(-c2c(C#N)c(N)nc3c2c(=O)nc2sccn23)c1
→ 3	4	-1	7	3	1	0.93	5	-2
- COc1ccc(NC(=O)Nc2cccc3c2O[C@H](CN(C)S(=O)(=O)c2cn(C)cn2)[C@@H](C)CN([C@H](C)CO)C3=O)cc1
→ -2	2	-9	7	-1	1	0.93	10	-3
- Cc1cccc(C)c1NC1=C(Cl)C(=O)OC1OC(C)C (stereo not drawn)
→ 26	1	-2	18	-3	0	0.82	6	2
- COc1ccc(C(=O)NCc2nnc(SCCOc3ccccc3)n2C)cc1
→ 27	1	2	3	-10	0	0.97	-4	3
- CC(=O)N1N=C(c2cccc(NS(C)(=O)=O)c2)CC1c1ccc2c(c1)OCO2 (stereo not drawn)
→ -2	-32	0	14	3	-2	0.86	10	1
- Cc1[nH]c2ccccc2c1C(=O)C(=O)N1CCN(C)CC1
→ 5	3	-13	-6	-5	2	1.1	10	3
- COc1ccc(CCNC(=O)CSC2=Nc3ccccc3C3=NC(C(C)C)C(=O)N23)cc1OC (stereo not drawn)
→ 5	9	-3	4	-19	-1	0.95	-4	0
- C=C1C(=O)O[C@@H]2[C@H]3O[C@]3(C)CC/C=C(\C)CC[C@@H]12
→ 54*	4	2	6	49*	-8	0.94	-8	1
- O=C(Nc1ccc(NC(=O)c2cccs2)cc1)c1ccccc1
→ -9	-19	-5	0	-13	-2	1	-5	-3
- Cc1ccc(C(=O)OCC(=O)Nc2ccc(N3CCOCC3)cc2)cc1
→ 2	8	-12	-2	6	-1	1	8	-4
- CC(=O)Nc1ccc(S(=O)(=O)NCCC(=O)OCCN2C(=O)c3ccccc3C2=O)cc1
→ 8	7	-4	3	7	0	0.97	5	1
- O=C(Nc1cccnc1)c1ccc(Br)s1
→ 9	-8	-3	-2	6	-4	1	-1	-1
- CCOc1cc(-c2noc(CCC(=O)NC3CCCCC3)n2)ccc1OC
→ -8	18	-12	4	12	0	0.96	12	-4
- CCOC(=O)N1CCN(C(=O)CN(Cc2ccccc2)S(=O)(=O)c2ccc(OC)c(Cl)c2)CC1
→ 32	-23	-4	-3	14	-3	1	5	-1
- Cc1ccc(C)n1-c1nn(S(=O)(=O)c2cccc(C(F)(F)F)c2)c2cccc(F)c12
→ 1	14	-4	8	2	-4	0.92	15	-1
- Cn1cccc1Cc1nnc(SCC(=O)Nc2nccs2)n1C
→ -17	7	-9	-8	-5	1	1.1	21	-6
- CN(C)C(=C(C#N)C#N)N1CCN(c2ccc(Cl)cc2)CC1
→ 9	-5	-2	2	-2	-1	0.98	17	-2
- CN(C)C(CNS(=O)(=O)c1cc([N+](=O)[O-])ccc1Cl)c1ccco1 (stereo not drawn)
→ 4	-7	2	10	-8	-4	0.9	22	6
- CN=C(Nc1cc(C)nn1CCC#N)c1ccc(F)cc1
→ -2	10	-1	-12	3	-3	1.1	-3	2
- CC1(c2cccc(Br)c2)NC(=O)N(CC(=O)c2ccc3c(c2)OCCO3)C1=O (stereo not drawn)
→ -16	6	-7	-1	-3	-2	1	18	-2
- CC(=O)N1CCN(c2ccc(NC(=O)c3ccccc3C)cc2)CC1
→ 3	-26	-3	-4	9	-1	1	-4	-8
- CCc1ccc(NC(=O)c2c(Cl)nc(C)c(Cl)c2C)cc1
→ 15	6	0	-1	15	-2	1	-20	0
- CC(=O)c1ccc(N2CCN(S(=O)(=O)c3cc4c(cc3C)NC(=O)CO4)CC2)cc1
→ 15	12	-1	-2	-2	4	1	15	-1
- CCCn1c(=O)c(C(=O)NCc2ccccc2)c(O)c2ccccc21
→ -19	10	0	1	4	3	0.99	7	4
- Fc1ccccc1-n1cn[nH]c1=S
→ 15	0	-11	1	15	-3	0.99	15	-3
- COC(=O)c1ccccc1NC(=O)COC(=O)/C=C/c1cccs1
→ 16	-8	-2	13	2	-3	0.87	22	-2
- N#Cc1c(SCc2cccc(Cl)c2)sc(C(=O)c2ccccc2)c1N
→ 32	18	-6	16	28	-4	0.84	13	-7
- CCOC(=O)c1sc(NC(=O)c2cccnc2)nc1C
→ 0	-14	-14	-3	18	-3	1	10	-2
